RNase H inhibition: RNase H inhibition, HIV 1 Gag Pol polyprotein, FRET biochemical assay, screening (AID 372) | HIV-1 RT RNase H, FRET RNA/DNA substrate fluorescence; higher % means a stronger effect | inhibition, % at 10 µM, or IC50 in µM where a hit was titrated | 100,000 compounds, 0.77% hits; in the data active means inhibition above about 50%
Numbers without * were called inactive. Only part of the results is shown; the hit share may differ from the screen's.

Cc1ccc(-c2cc(C(F)(F)F)n3nc(C(=O)N4CCCC4)cc3n2)cc1
  RNase H inhibition: 0%
O=C1/C(=C\c2cc(Br)ccc2O)SC(=S)N1c1cccc(C(F)(F)F)c1
  RNase H inhibition: 1%
Cc1cccc(OCC(=O)NCc2ccccn2)c1
  RNase H inhibition: 0%
O=C(Nc1cccc(Cl)c1)c1ccc(Cl)c([N+](=O)[O-])c1
  RNase H inhibition: 24%
O=C(NC(=S)Nc1cccc(-c2nc3ccccc3o2)c1)c1ccccc1I
  RNase H inhibition: 14%
Cc1ccccc1NC(=S)NC(=O)c1cccc(F)c1
  RNase H inhibition: 4%
CC1=NNC(=O)C1CCC(=O)N/N=C/c1c(O)ccc2ccccc12 (stereo not drawn)
  RNase H inhibition: 0%
O=C(Nc1ccc2oc(-c3cc(Br)ccc3Cl)nc2c1)c1cccc([N+](=O)[O-])c1
  RNase H inhibition: 17%
O=C(NCCCNc1ccc([N+](=O)[O-])cc1C(F)(F)F)c1cc(F)c(F)cc1Cl
  RNase H inhibition: 0%
C=CCOc1c(I)cc(C=C2C(=O)NC(=S)NC2=O)cc1OCC
  RNase H inhibition: 11%
O=C1C2C3C=CC(C3)C2C(=O)N1c1cccc(-c2nc3ccccc3c(=O)o2)c1 (stereo not drawn)
  RNase H inhibition: 9%
COc1ccc(Cc2[nH]n3c(=O)cc(-c4ccccc4)nc3c2-c2ccccc2)cc1
  RNase H inhibition: 16%
CC(=O)Nc1cccc(Oc2nnc(-c3ccc(C)cc3)c3ccccc23)c1
  RNase H inhibition: 6%
Cc1cc(NC(=O)c2ccc(Cl)cc2Cl)ccc1Br
  RNase H inhibition: 1%
COc1cc(CNc2ccc3cn[nH]c3c2)ccc1O
  RNase H inhibition: 0%

C#CCOc1c(I)cc(I)cc1/C=c1/sc2nc3cc(C)c(C)cc3n2c1=O
  RNase H inhibition: 5%
O=C(COc1ccc(Cl)cc1)N1CCN(c2ccccn2)CC1
  RNase H inhibition: 0%
CC1=C(C(=O)OCc2ccc3c(c2)OCO3)C(c2ccc([N+](=O)[O-])cc2)NC(=O)N1 (stereo not drawn)
  RNase H inhibition: 16%
O=C(COc1ccc2ccccc2c1)Nc1ccccc1CO
  RNase H inhibition: 15%
COc1ccc(NC(=O)/C(C#N)=C/c2cn(Cc3ccccc3C#N)c3ccccc23)cc1
  RNase H inhibition: 10%
COc1ccc(/C=C/C(=O)c2ccc(NC(=O)c3ccco3)cc2)cc1
  RNase H inhibition: 3%
Cc1ccc(N2NC(=O)/C(=C/c3cccs3)C2=O)cc1Cl
  RNase H inhibition: 20%
O=C1NC(=O)C(=Cc2ccccc2OCc2ccc(C(=O)O)cc2)C(=O)N1
  RNase H inhibition: 3%
COC(=O)C(C(=O)OC)C(=O)c1ccc(C)cc1
  RNase H inhibition: 0%
Cc1ccc(-n2[nH]c(C)c(C=Nc3cc(Cl)ccc3O)c2=O)cc1C
  RNase H inhibition: 9%
CCCn1c(C(O)(c2ccccc2)c2ccccc2)nc2ccccc21
  RNase H inhibition: 3%
CCOC(=O)c1c(NC(=O)COc2ccc(Br)cc2Br)sc(C(C)=O)c1C
  RNase H inhibition: 12%
Cc1cc(C(=O)c2ccccc2)c2[nH]cc(C)c2c1
  RNase H inhibition: 11%
COc1ccc(/C(C)=N/NC(=O)c2cccc(Cl)c2)c(OC)c1
  RNase H inhibition: 6%
Cc1ccc(N=Cc2ccc(Br)s2)cc1[N+](=O)[O-]
  RNase H inhibition: 14%

O=C(Nc1nc(-c2ccc(Cl)cc2)cs1)c1ccc(S(=O)(=O)N2CCOCC2)cc1
  RNase H inhibition: 4%
CCN1C(=O)/C(=C\c2ccccc2OCCOCCOc2ccc(C)cc2)SC1=S
  RNase H inhibition: 17%
CCc1c(C)nc2[nH]nc(-c3ccccc3Cl)n2c1=O
  RNase H inhibition: 10%
COCCNC(=O)c1cc2nc(-c3ccc(Br)cc3)cc(C(F)(F)F)n2n1
  RNase H inhibition: 7%
COc1ccc(/C=C2/SC(=O)N(CC(=O)Nc3ccc(F)c(Cl)c3)C2=O)cc1OC
  RNase H inhibition: 10%
CC(=O)C1=C(C)NC(SCC(=O)c2ccc(C)cc2)=C(C#N)C1c1sccc1C (stereo not drawn)
  RNase H inhibition: 30%
COc1ccc(CN2CCN(S(=O)(=O)c3ccc(C)cc3)CC2)cc1OCc1ccccc1
  RNase H inhibition: 18%
O=C(/C=C/c1ccc([N+](=O)[O-])o1)c1ccc(Br)cc1
  RNase H inhibition: 21%
O=C1OC2(c3ccc(N4N=N4)cc3Oc3cc(N4N=N4)ccc32)c2ccccc21
  RNase H inhibition: 0%
Cn1c(=O)c([N+](=O)[O-])c(NCc2ccccc2)c2ccccc21
  RNase H inhibition: 29%
O=C(NC(=S)Nc1ccccc1)c1ccc(F)cc1
  RNase H inhibition: 18%
Cc1cccc(NC(=O)C(=O)NCCC(C)C)c1C
  RNase H inhibition: 5%
O=C1NC(=S)N(c2ccc(Br)cc2)C(=O)/C1=C/c1cccs1
  RNase H inhibition: 5%
O=C1NC(=O)N(c2ccccc2)C(=O)/C1=C\c1ccc(I)o1
  RNase H inhibition: 10%
CCCCOC(=O)Nc1ccc(S(=O)(=O)Nc2ccc(F)cc2)cc1
  RNase H inhibition: 10%

CCCCNCCCCCCOc1c(Cl)cccc1Cl
  RNase H inhibition: 0%
CCOc1ccc(NS(=O)(=O)c2ccc(F)cc2)cc1
  RNase H inhibition: 5%
CCN(CC)CCCCOc1ccc(C)cc1
  RNase H inhibition: 0%
Ic1ccc(OCCCCN2CCCCC2)cc1
  RNase H inhibition: 8%
CC(=O)c1cccc(NC(=O)c2cccc([N+](=O)[O-])c2C)c1
  RNase H inhibition: 4%
CCOC(=O)c1ccc(NC(=O)CN(c2ccc(OC)cc2)S(C)(=O)=O)cc1
  RNase H inhibition: 1%
COc1ccc(C2N(c3ccc(C)cc3)CCN2c2ccc(C)cc2)cc1OC
  RNase H inhibition: 0%
COc1ccc(NC(=O)c2ccccc2CCc2ccccc2)c(OC)c1
  RNase H inhibition: 6%
Cc1ccccc1C=Nc1ccccc1C#N
  RNase H inhibition: 6%
COc1ccc(CCN2C(=O)CC(NCCc3ccc(S(N)(=O)=O)cc3)C2=O)cc1OC (stereo not drawn)
  RNase H inhibition: 9%
Cc1ccc(C2OC3(C(=O)c4ccccc4C3=O)C3C(=O)N(c4ccc(C)c(C)c4)C(=O)C23)cc1 (stereo not drawn)
  RNase H inhibition: 14%
NC(N)=N/N=C/c1ccccc1OCc1ccc(Cl)cc1
  RNase H inhibition: 22%
O=Cc1cn(-c2ccccc2)nc1-c1ccc(-c2ccc([N+](=O)[O-])cc2)o1
  RNase H inhibition: 3%
O=C1C(c2ccccc2)=NOC12CCCC2
  RNase H inhibition: 6%
CCOC(=O)C(C(=O)OCC)C(C)C#CCN(CC)CC (stereo not drawn)
  RNase H inhibition: 0%

CC(C)(C)c1cc(C(C#N)C#N)c(C(C)(C)C)c(O)c1O
  RNase H inhibition: 9%
Nc1nnnn1/N=C/c1ccccc1OCc1ccccc1
  RNase H inhibition: 14%
Cc1ccc2[nH]c3nc(N/N=C/c4cc5c(cc4Cl)OCO5)nnc3c2c1
  RNase H inhibition: 2%
CCOc1ccc(-c2cc(C(=O)N/N=C/c3cc(OC)c(OC)cc3OC)[nH]n2)cc1
  RNase H inhibition: 25%
Cc1ccc(C(=O)Nc2cccc(NC(=O)c3ccco3)c2)cc1C
  RNase H inhibition: 11%
CCOC(=O)C1=C(C)N=c2s/c(=C\c3ccc(O)c(OC)c3)c(=O)n2C1c1ccc(OC)c(OC)c1 (stereo not drawn)
  RNase H inhibition: 17%
COC(=O)c1cc(-c2ccc(/C=C3/C(=O)N(c4ccc(C)c(C)c4)N=C3C)o2)ccc1Cl
  RNase H inhibition: 24%
CCCCOC(=O)c1ccc(NC(=S)NC(=O)c2cccc(F)c2)cc1
  RNase H inhibition: 16%
Cc1occc1C(=O)Nc1nc2ccc(S(C)(=O)=O)cc2s1
  RNase H inhibition: 0%
Cc1ccc(-c2n[nH]c3nc(C)cc(=O)n23)cc1
  RNase H inhibition: 13%
Cc1ccccc1OCC(=O)Nc1ccc(Br)cc1F
  RNase H inhibition: 8%
O=C(/C=C/Nc1ccc(F)cc1)c1ccc(Br)cc1
  RNase H inhibition: 10%
CCc1ccc(C2C(C(=O)OC3CCCCC3)=C(C)NC3=C2C(=O)CCC3)cc1 (stereo not drawn)
  RNase H inhibition: 12%
CC(=O)Oc1ccc(NC2=C(Cl)C(=O)c3ccccc3C2=O)cc1
  RNase H inhibition: 28%
O=[N+]([O-])c1ccc(C=Nc2ccc(Br)cc2)o1
  RNase H inhibition: 23%

COc1cc(-c2nnc3ccc4ccccc4n23)ccc1OCc1ccccc1
  RNase H inhibition: 7%
O=C(CCSc1ccccc1)NCc1ccccn1
  RNase H inhibition: 23%
O=C(c1cccnc1)N(Cc1ccccc1)Cc1ccccc1
  RNase H inhibition: 3%
O=C(c1cccc(Cl)c1)N1CCN(c2ccccn2)CC1
  RNase H inhibition: 8%
O=C(O)COc1cccc(/C=N/NC(=O)Cn2nnc(-c3ccccc3Cl)n2)c1
  RNase H inhibition: 8%
O=C1N=C(N2CCCCC2)SC1=C1CCCCC1
  RNase H inhibition: 15%
CSc1nc(N)c2c3c(sc2n1)CCC3
  RNase H inhibition: 0%
COc1ccc(/C=C2/C(=O)NC(=O)N(c3cccc(C)c3)C2=O)cc1Cl
  RNase H inhibition: 9%
COc1ccc(-n2c(SCC(=O)c3ccc(Cl)cc3)nnc2-c2ccccc2)cc1
  RNase H inhibition: 7%
COC(=O)C1=C(C)N(C)C(=O)NC1c1cccc2ccccc12 (stereo not drawn)
  RNase H inhibition: 12%
COC(=O)C1=C(C(=O)OC)SC(=C2C(=S)C(C)(C)Nc3ccc(C(c4ccccc4)(c4ccccc4)c4ccccc4)cc32)S1
  RNase H inhibition: 53%*
Cc1[nH]n(-c2cccc(C(F)(F)F)c2)c(=O)c1N=Nc1ccc(Br)cc1
  RNase H inhibition: 7%
COc1ccc(-c2cc(=O)n(-c3ccc(Oc4ccccc4)c(S(=O)(=O)O)c3)[nH]2)cc1
  RNase H inhibition: 0%
O=c1c(=N/Nc2ccccc2)/c(=N\Nc2ccccc2)c2ccccc12
  RNase H inhibition: 17%
CC(C)(C)NC(=O)C1CN(S(=O)(=O)c2ccccc2)CCN1S(=O)(=O)c1ccccc1 (stereo not drawn)
  RNase H inhibition: 19%

COc1cc(/C=C2\C(=O)NN(c3ccccc3)C2=O)ccc1OCc1ccccc1F
  RNase H inhibition: 9%
O=C1OC(c2cccc(I)c2)=N/C1=C\c1ccc(-c2ccccc2[N+](=O)[O-])o1
  RNase H inhibition: 19%
COc1ccc(C(=O)N2c3ccc(OC(=O)c4ccccc4)cc3C(C)=CC2(C)C)cc1
  RNase H inhibition: 15%
N#CCCn1cc(C=O)c(-c2cccs2)n1
  RNase H inhibition: 10%
C=CCNC(=O)C(=O)Nc1ccccc1OC
  RNase H inhibition: 1%
Cc1nc2ccccc2n1CC(O)COc1cccc(Cl)c1 (stereo not drawn)
  RNase H inhibition: 6%
Cc1cc(Cl)ccc1OCC(=O)Nc1ncn[nH]1
  RNase H inhibition: 0%
Cc1cccc(C=Nc2cc(Cl)ccc2O)c1O
  RNase H inhibition: 0%
Cc1oc(/N=C/c2cccc([N+](=O)[O-])c2)c(C#N)c1C
  RNase H inhibition: 6%
O=C(Nc1ccc2oc(-c3ccccc3Br)nc2c1)c1ccc2c(c1)OCCO2
  RNase H inhibition: 14%
COc1ccc(C(=O)NC(=S)Nc2cccc(-c3nc4cc(Cl)ccc4o3)c2C)cc1
  RNase H inhibition: 12%
COc1ccccc1N1CCN(/N=C\c2cccc(O)c2)CC1
  RNase H inhibition: 16%
Cc1ccc(CSc2nnc3c(n2)OC(c2ccc(C(=O)O)cc2)Nc2ccccc2-3)cc1 (stereo not drawn)
  RNase H inhibition: 10%
O=C1N=C(N2CCOCC2)S/C1=C\c1cccnc1
  RNase H inhibition: 7%
COC(=O)Cn1cnc(=O)c(C#N)c1C
  RNase H inhibition: 7%

2 entries drawn at random from the list so far:
COC(=O)Cn1cnc(=O)c(C#N)c1C
  RNase H inhibition: 7%
O=C(Nc1ccc2oc(-c3ccccc3Br)nc2c1)c1ccc2c(c1)OCCO2
  RNase H inhibition: 14%

Reformatted bar-delimited: entries from further up.
smiles | RNase H inhibition
O=C1OC(c2cccc(I)c2)=N/C1=C\c1ccc(-c2ccccc2[N+](=O)[O-])o1 | 19%
COc1cc(/C=C2\C(=O)NN(c3ccccc3)C2=O)ccc1OCc1ccccc1F | 9%
Cc1nc2ccccc2n1CC(O)COc1cccc(Cl)c1 (stereo not drawn) | 6%
O=C1N=C(N2CCOCC2)S/C1=C\c1cccnc1 | 7%
C=CCNC(=O)C(=O)Nc1ccccc1OC | 1%
COc1ccccc1N1CCN(/N=C\c2cccc(O)c2)CC1 | 16%
COc1ccc(C(=O)N2c3ccc(OC(=O)c4ccccc4)cc3C(C)=CC2(C)C)cc1 | 15%

Additional compounds follow:
CCc1ccccc1NC(=O)CSCc1ccc(Cl)cc1
  RNase H inhibition: 11%
COc1cc(C(=O)Nc2cccc(C)c2)cc(OC)c1OC
  RNase H inhibition: 4%
O=C(CSc1nnc(-c2sc3ccccc3c2Cl)n1-c1ccccc1)c1ccc(F)cc1
  RNase H inhibition: 11%
COc1ccccc1/C=C/C=N\N1CCN(c2ccccc2OC)CC1
  RNase H inhibition: 12%
O=C(CSc1nc2ccccc2s1)NC1CCCCC1
  RNase H inhibition: 0%
C#CCSc1nc2c(c(=O)n1CC=C)C1(CCCC1)Cc1ccccc1-2
  RNase H inhibition: 6%
Cc1oc(/N=C/c2cccc(Br)c2)c(C#N)c1C
  RNase H inhibition: 6%
CCOc1ccc(OCC)c(S(=O)(=O)n2cc(C)nc2CC)c1
  RNase H inhibition: 1%
CN1CCN(C(=O)C(=O)Nc2cccc3ccccc23)CC1
  RNase H inhibition: 9%

Six compounds out of the list, ordered by molecular weight, lowest first:
CN1CCN(C(=O)C(=O)Nc2cccc3ccccc23)CC1
  RNase H inhibition: 9%
COc1cc(C(=O)Nc2cccc(C)c2)cc(OC)c1OC
  RNase H inhibition: 4%
O=C(CSc1nc2ccccc2s1)NC1CCCCC1
  RNase H inhibition: 0%
CCc1ccccc1NC(=O)CSCc1ccc(Cl)cc1
  RNase H inhibition: 11%
COc1ccccc1/C=C/C=N\N1CCN(c2ccccc2OC)CC1
  RNase H inhibition: 12%
O=C(CSc1nnc(-c2sc3ccccc3c2Cl)n1-c1ccccc1)c1ccc(F)cc1
  RNase H inhibition: 11%

Assay outcomes from PubChem.
